Screening data deposited in PubChem by several laboratories.
Myeloid diff 2: promotes myeloid progenitor differentiation. ER-HoxA9 myeloid progenitors, lysozyme-GFP differentiation, flow cytometry. calls only at 10 µM. 360,000 compounds, 1% hits;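 active means normalized GFP-positive differentiation at or above the plate's own cutoff, the solvent-only control mean plus 3 SD; inconclusive means no clear call, values can overlap the other calls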;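 further: cells exposed to compound for four days before flow analysis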
Dengue-2 NS5 capping: flavivirus cap methylation enzyme inhibition – biochemical, confirmation dose response, primary screen (AID 588689); Dengue-2 NS5 methyltransferase capping enzyme assay, biochemical; higher % means a stronger effect; inhibition, % at 25 µM, or IC50 in µM where a hit was titrated; 340,000 compounds, 0.3% hits; in the data active means a potency from the dose series; inconclusive means inhibition above about 29% without an active follow-up result
Dengue-2 NS5 capping pilot replicate: also measured in Dengue-2 NS5 capping; calls as there; inhibition, %; measured here: pilot screen replicate inhibition
Myeloid diff 2 GFP+ MAC1+ %: further read-out of Myeloid diff 2, marked with its call; GFP+ MAC1+ double positive, %; measured here: differentiation confirmed by MAC1 staining
* hit, by the source's call; i = inactive; ? = inconclusive; . = no result given. Not all compounds are listed; the hit share may differ from the screen's.

SMILES | Myeloid diff 2 | Myeloid diff 2 GFP+ MAC1+ % | Dengue-2 NS5 capping | others
CC(C)CN(C(=O)c1ccc(S(=O)(=O)N2CCOCC2)cc1)C1CCS(=O)(=O)C1 (stereo unspecified) | i | 1.9 | -6%
CCc1ccccc1NC(=O)CN1CCN(C(=O)CNC(=O)Cc2cccc3ccccc23)CC1 | i | 2.1 | -13%
C[C@H](CO)N1C[C@H](C)[C@@H](CN(C)S(=O)(=O)c2cccc(F)c2)Oc2ncc(Br)cc2C1=O | i | 1.1 | 1%
O=C(Nc1ccn(CCCNCc2cccc3ccccc23)c(=O)n1)OCc1ccccc1 | i | 0.3 | -5%
O=C(Nc1ccc(S(=O)(=O)N2C[C@@H]3C[C@@H](C2)c2cccc(=O)n2C3)cc1)c1ccc(F)cc1 | i | 1.4 | -2%
CCn1c(=S)[nH]c2cc(S(=O)(=O)N3CCOCC3)ccc21 | i | 0.9 | 7%
COc1ccc(S(=O)(=O)N2CCC(C(=O)N[C@@H](C)C(=O)NCc3ccccn3)CC2)cc1 | i | 0.7 | -2%
Cc1nc(SCC(=O)Nc2nccs2)c(C#N)c(C)c1C | i | 0.6 | 2%
CCc1noc(C)c1C(=O)Nc1nc2ccc(F)cc2s1 | i | 0.3 | -1%
Cc1ccc(N(CCC(=O)N2CCOCC2)S(=O)(=O)c2ccccc2)cc1 | i | 0.4 | -4%
CCC(C)n1c(SCC(=O)N(CC)c2c(N)n(Cc3ccccc3)c(=O)[nH]c2=O)nc2ccccc2c1=O (stereo unspecified) | i | 1.0 | -1%
CC(C)CC1(C2CCCC2)NC(=O)NC1=O (stereo unspecified) | i | 1.3 | -4%
Cc1ccc([C@H]2C[C@@H](O)[C@H](n3cc(C4CC4)nn3)CN2CC2CCCCC2)cc1 | i | 1.4 | -1%
O=C(C[C@H]1C(=O)N(c2ccccc2)C[C@@H]1Cc1ccccc1)Nc1ccc(Br)cc1 | i | 0.3 | -3%
CCCCC(=O)Nc1ccc(C2C(=O)c3ccccc3C2=O)cc1 | i | 0.5 | -1%
COCCCNC(=O)CC1C[C@H](C(=O)N(C(C)C)C(C)C)[C@@]2(C)c3[nH]c4ccc(OC)cc4c3CCN2C1=O (stereo partly specified) | i | 0.3 | 5%
CCN(CC)CCn1c2c(c(SCC(=O)Nc3cc(C)cc(C)c3)nc1=O)CCC2 | i | 1.1 | 1%
CCN(C[C@H]1N[C@@](CC)(C(=O)OC)[C@H]2C(=O)N(C)C(=O)[C@@H]12)C(=O)Nc1ccc(Cl)cc1 | i | 1.9 | 0% | Dengue-2 NS5 capping pilot replicate=1.8
Cc1ccccc1Oc1ccc2c(c1)[C@@H]1C[C@H](N(C)C(=O)c3ccc(C#N)cc3)[C@H]([C@H](C)O)C(=O)N1CC2 | i | 1.4 | -2% | Dengue-2 NS5 capping pilot replicate=-5.2
Cc1cn(CC(=O)NCCc2ccccn2)c(=O)[nH]c1=O | i | 0.4 | -5%
O=C1C=C(c2cc(Cl)cc(Cl)c2)C[C@@H](c2ccc(F)cc2)C1 | i | 1.5 | -2%
CCc1noc(C)c1C(=O)N(C)CC(=O)Nc1ccccc1C(F)(F)F | i | 0.6 | 4%
Cc1ccccc1C(=O)N1CCC(C(=O)N2CCN(Cc3ccc4c(c3)OCO4)CC2)CC1 | i | 0.8 | 5%
O=C(CCNS(=O)(=O)c1ccccc1)N1CCCCCCC1 | i | 0.9 | 3%
O=C(CN1C(=O)NC2(CCCCC2)C1=O)N1CCN(S(=O)(=O)c2ccc(F)cc2)CC1 | i | 0.6 | -4%
Cc1noc(C)c1S(=O)(=O)N(C)C[C@H]1Oc2ccc(NC(=O)NC(C)C)cc2C(=O)N([C@H](C)CO)C[C@@H]1C | i | 0.8 | 8%
COc1ccc(S(=O)(=O)N2CCCCC2)cc1NC(=O)[C@@H]1CCCN1C(=O)c1cccs1 | i | 0.1 | -5%
C[C@@H]1CN([C@@H](C)CO)C(=O)c2cc(NC(=O)CCC(F)(F)F)ccc2O[C@H]1CN(C)S(=O)(=O)c1ccc(Cl)cc1 | i | 1.4 | -7%
O=C(NC1CCCCC1)N(c1ccccc1)c1nnc(-c2cccc([N+](=O)[O-])c2)s1 | i | 0.6 | 3%
COc1ccc(C(=O)Nc2ccc3c(c2)OCCO3)c(OC)c1 | i | 0.5 | -6%

As a working copy, part of the list above:
SMILES | Myeloid diff 2 | Myeloid diff 2 GFP+ MAC1+ % | Dengue-2 NS5 capping | others
COCCCNC(=O)CC1C[C@H](C(=O)N(C(C)C)C(C)C)[C@@]2(C)c3[nH]c4ccc(OC)cc4c3CCN2C1=O (stereo partly specified) | i | 0.3 | 5%
CCN(CC)CCn1c2c(c(SCC(=O)Nc3cc(C)cc(C)c3)nc1=O)CCC2 | i | 1.1 | 1%
CCN(C[C@H]1N[C@@](CC)(C(=O)OC)[C@H]2C(=O)N(C)C(=O)[C@@H]12)C(=O)Nc1ccc(Cl)cc1 | i | 1.9 | 0% | Dengue-2 NS5 capping pilot replicate=1.8

The listing picks up; the 2 compounds before the break are reprinted first.
SMILES | Myeloid diff 2 | Myeloid diff 2 GFP+ MAC1+ % | Dengue-2 NS5 capping | others
O=C(NC1CCCCC1)N(c1ccccc1)c1nnc(-c2cccc([N+](=O)[O-])c2)s1 | i | 0.6 | 3%
COc1ccc(C(=O)Nc2ccc3c(c2)OCCO3)c(OC)c1 | i | 0.5 | -6%
CCOC(=O)C1=C(C)NC(C)=C(C(=O)OCC)C1c1ccc(OC)c(OC)c1 | i | 0.8 | -1%
CCN(C(=O)CSc1nc2scc(-c3ccccc3)c2c(=O)n1C)C1CCS(=O)(=O)C1 (stereo unspecified) | i | 0.5 | 2%
O=C(Cc1ccccc1)N1O[C@H]2C=C[C@@H]1CC2 | i | 3.3 | -7% | Dengue-2 NS5 capping pilot replicate=6.1
COc1cc(/C=C/C(=O)OCC(=O)N2CCCC2)cc(OC)c1OC | i | 0.8 | -8%
CCOC(=O)C1Nc2ccc(C(F)(F)F)cc2C2C=CCC12 (stereo unspecified) | i | 1.4 | 26%
COc1ccccc1N1CCN(CCS(=O)(=O)c2cc(Cl)ccc2Cl)CC1 | i | 2.8 | -2%
O=C(NCC(F)(F)F)c1ccc(S(=O)(=O)NCCc2ccc3c(c2)OCCO3)cc1 | i | 1.3 | 2%
COc1cc(C(=O)OCC(=O)Nc2cc(S(=O)(=O)N3CCOCC3)ccc2C)ccc1OCC(C)C | i | 0.5 | -1%
CCN(c1ccccc1)S(=O)(=O)c1ccc(Cl)c(NC(=O)c2ccc(=O)[nH]n2)c1 | i | 1.0 | -6%
COc1ccc(C(=O)Nc2c(O)ccc3ccccc23)cc1 | i | 0.4 | 11%
CCOC(=O)c1c(C)nc(C)c(C(=O)OCC)c1-c1cccc([N+](=O)[O-])c1 | i | 0.8 | -1%
COc1ccc(NC(=O)Cc2cccs2)cc1S(=O)(=O)N1CCCCC1 | i | 0.6 | -2%
CC(C)(C)n1ncc2c(=O)n(Cc3cccc(Cn4cnc5c(cnn5C(C)(C)C)c4=O)c3F)cnc21 | ? | . | 4%
COc1ccc(Cl)c2sc(NC(=O)C3=COCCO3)nc12 | i | 0.9 | 0%
COc1cc([N+](=O)[O-])ccc1NC(=O)COC(=O)CCS(=O)(=O)c1ccc(C)cc1 | i | 0.9 | -7%

Four entries picked at random from the list so far, as already listed:
SMILES | Myeloid diff 2 | Myeloid diff 2 GFP+ MAC1+ % | Dengue-2 NS5 capping | others
COc1ccc(C(=O)Nc2c(O)ccc3ccccc23)cc1 | i | 0.4 | 11%
CCOC(=O)C1=C(C)NC(C)=C(C(=O)OCC)C1c1ccc(OC)c(OC)c1 | i | 0.8 | -1%
CCN(c1ccccc1)S(=O)(=O)c1ccc(Cl)c(NC(=O)c2ccc(=O)[nH]n2)c1 | i | 1.0 | -6%
O=C(Cc1ccccc1)N1O[C@H]2C=C[C@@H]1CC2 | i | 3.3 | -7% | Dengue-2 NS5 capping pilot replicate=6.1

Other compounds follow:
SMILES | Myeloid diff 2 | Myeloid diff 2 GFP+ MAC1+ % | Dengue-2 NS5 capping | others
Cc1sc2ncnc(N3CCC(C(=O)N(C)CC(=O)Nc4cccc(F)c4)CC3)c2c1C | i | 1.0 | 1%
CC#C[C@@H](CC)c1ccc2ccn(C)c2c1 | i | 1.1 | -1%
O=C(CNC(=O)c1nn(Cc2ccccc2)c(=O)c2ccccc12)Nc1ccc(F)c(F)c1F | i | 0.5 | 6%
COc1ccc(Cc2nnc(SC(C)C(=O)Nc3ccc(C(N)=O)cc3)o2)cc1 (stereo unspecified) | i | 0.9 | -2%
CCn1c(N)c(C(=O)COC(=O)CCc2nc3ccccc3c(=O)[nH]2)c(=O)[nH]c1=O | i | 0.5 | -6%
Cn1c(N)c(C(=O)CSc2nnc3n2CCCCC3)c(=O)n(C)c1=O | i | 0.5 | 9%
C[C@H](CO)N1C[C@H](C)[C@@H](CN(C)S(=O)(=O)c2cn(C)cn2)Oc2c(NS(=O)(=O)c3ccc(F)cc3)cccc2C1=O | i | 2.0 | -4%
CCCn1c(SCC(=O)NCc2ccc3c(c2)OCO3)n[nH]c1=O | i | 0.9 | -4%
O=C(COC(=O)c1cc[n+]([O-])cc1)NC(=O)c1ccc(OC(F)F)cc1 | i | 0.8 | -2%
CCCCCC1CC(=O)NC1(C(=O)OCC)C(=O)OCC (stereo unspecified) | i | 0.7 | -5%
CCCCOc1ccc(C(=O)N2CCN(c3ccc(N4CCOCC4)nn3)CC2)cc1 | i | 0.4 | 4%
CCCNC(=O)C1(CC2CC(c3ccccc3)=NO2)CCN(C(=O)C2(C)CC2)CC1 (stereo unspecified) | i | 1.2 | 0%
COc1ccc(CCNC(=O)c2cccc(S(=O)(=O)N3CCCC3)c2)cc1OC | i | 0.4 | -2%
c1ccc(C2NCCNC2c2ccccc2)cc1 (stereo unspecified) | i | 0.5 | 2%
CN(C)CCCNC(=O)C[C@H]1C[C@H](C(=O)N2CCCCC2)[C@@]2(C)c3[nH]c4ccc(Cl)cc4c3CCN2C1=O | i | 0.5 | 1%
CC(NC(=O)COC(=O)c1cc2ccccc2cc1O)c1ccccc1 (stereo unspecified) | i | 1.3 | -8%
O=C(CCCN=C1NS(=O)(=O)c2ccccc21)Nc1ccc(Cl)cc1 | i | 0.9 | -9%
O=S(=O)(c1ccc(SCc2ccccc2)nc1)N1CCCCC1 | i | 0.1 | 3%
Cc1ccc(S(=O)(=O)CCC(=O)N(CCN2CCOCC2)c2nc3ccccc3s2)cc1 | i | 0.4 | -1%
COc1cc(C(=O)NNC(=O)C2CSC3(C)CCC(=O)N23)cc(OC)c1OC (stereo unspecified) | i | 0.4 | -4%
C[C@@H]1CN([C@H](C)CO)S(=O)(=O)c2ccc(-c3ccc(C(=O)N(C)C)cc3)cc2O[C@H]1CN(C)C(=O)Cc1ccccn1 | i | 1.5 | -5%
COC(=O)[C@@]12CCCN1[C@H](c1ccc(-c3cccc(Cl)c3)cc1)[C@H]1C(=O)N(C)C(=O)[C@H]12 | i | 1.7 | -11%
CC1=C(c2ccccc2)C(O)(c2ccccc2)C(C)C1=O (stereo unspecified) | i | 1.0 | -3%
NCCCC[C@H]1CN=C(N)N1CCc1cccc2ccccc12 | i | 1.1 | -2%
O=C(COC(=O)/C=C/c1cccc(Br)c1)NC1CC1 | i | 0.2 | -9%
CCOc1ncccc1C(=O)OCC(=O)Nc1cc(S(=O)(=O)N2CCCCC2)ccc1Cl | i | 1.4 | 1%
CC1CCN=C(N)S1 (stereo unspecified) | i | 1.2 | -2%
CCOc1ccc(NC(=O)COC(=O)c2n[nH]c3ccccc23)cc1 | i | 1.1 | 9%
CC(C)Oc1ccc(S(=O)(=O)N2CCCCC2)cc1NC(=O)C1=NN(c2ccccc2)C(=O)CC1 | i | 0.7 | -4%
CCOc1ccc(C(=O)NCC(=O)NCC(c2ccc(OC)cc2)N2CCCC2)cc1 (stereo unspecified) | i | 1.9 | -13%
CCCc1cc(=O)[nH]c2nnc(SCC(=O)NC3CCCC3)n12 | i | 0.8 | -5%
O=C(NC1CCCCC1)c1n[nH]c2c1CC(c1ccccc1)CC2 (stereo unspecified) | i | 1.3 | 9%
Cc1ccc(NC(=O)c2oc3ccccc3c2COC(C)C)cc1S(=O)(=O)N1CCOCC1 | i | 0.9 | 6%
COc1cc(C(=O)Nc2ccc(C(=O)c3ccncc3)cc2)cc(OC)c1OC | i | 0.8 | 7%
COc1ccc(F)cc1S(=O)(=O)NCC(c1ccc2c(c1)OCO2)N1CCN(C)CC1 (stereo unspecified) | i | 0.4 | 3%
Cc1ccc(NC(=O)CN(C)C(=O)c2ccc(OCc3c(C)noc3C)cc2)cc1 | i | 0.5 | 0%
Cc1ccccc1NC(=O)COC(=O)c1ccc(S(=O)(=O)N2CCCCCC2)cc1 | i | 0.7 | 1%
CCCn1c(N)c(C(=O)CN(C)CC(=O)Nc2cccc(F)c2)c(=O)[nH]c1=O | i | 0.0 | 2%
CCCCn1c(N)c(N(CCC(C)C)C(=O)c2c(CC)noc2C)c(=O)[nH]c1=O | i | 0.4 | 2%
CC(C)(C)OC(=O)NOCC(=O)N(CC(=O)c1ccccc1)Cc1ccccc1 | i | 0.4 | -6%
C=CC1=C(C(=O)O)N2C(=O)[C@@H](NC(=O)/C(=N\OCC(=O)O)c3csc(N)n3)[C@H]2SC1 | i | 2.0 | 1%
Fc1ccc(-c2nnc(-n3nnc4ccccc43)c3ccccc23)cc1 | i | 0.5 | 6%
CC(C)N(C(=O)[C@H]1C[C@H](CC(=O)NCC23CC4CC(CC(C4)C2)C3)C(=O)N2CCc3c([nH]c4cc(-c5ccco5)ccc34)[C@]12C)C(C)C | i | 0.6 | 9% | Dengue-2 NS5 capping pilot replicate=-0.3
COc1ccc2oc(C(=O)N3CCN(C/C=C/c4ccccc4)CC3)c(C)c2c1 | i | 1.3 | -12%
